Screens from PubChem.
TcdB inh: blocks C. difficile toxin B glycohydrolase activity; inhibition, % at 9.99 µM; 350,000 tested, 0.24% active; P18177; TcdB glycohydrolase enzymatic assay, plate reader; in the data active = inhibition above about 10%
3CLpro inhibitor: SARS-CoV 3CLpro protease inhibition; recombinant SARS-CoV 3CLpro, quenched FRET peptide cleavage; inhibition, % at 6 µM; 290,000 tested, 0.14% active; AID 1706; in the data active = inhibition above about 12%
BH1578 lux ind: inducers of Vibrio cholerae quorum light production without autoinducers; V. cholerae BH1578 lux reporter, luminescence, 6 h; activation, % at 18.7 µM; 350,000 tested, 0.16% active; in the data active = activation mostly above about 9.7%, no sharp cut-off; inconclusive = no clear call, values can overlap the other calls; inactive = mostly below about 3.7%; note: not every result past the cut was called active; inactives centre near 0; reference of the scale not given here
BoNT A protease: blocks Botulinum neurotoxin A light chain protease; multiplex microsphere protease substrate cleavage, flow cytometry; inhibition, % at 10 µM; 360,000 tested, 0.17% active; AID 588499; note: plate controls were buffer without enzyme for full effect and enzyme alone for no effect
PrPC surface inh: reduces human prion protein on the cell surface. 370,000 tested, 0.43% active. cell surface PrPC, TR-FRET read-out. inhibition, % at 13.8 µM; in the data active = inhibition above about 24%; note: 0% = median of the test wells and 100% = reference compound wells
Yp Topo-I inh: Y. pestis Topo-I inhibition via cleavage products | Y. pestis Topo-I cleavage product accumulation, plate reader | 360,000 tested, 0.064% active | activity, % at 10 µM | AID 504884; in the data active = activity above about 50%, passing the limit was not always enough; inconclusive = no clear call, values can overlap the other calls; note: inactives centre near 2
Anthrax LF inh2: blocks Bacillus anthracis lethal factor protease. inhibition, % at 10 µM. AID 588501. 360,000 tested, 0.12% active. multiplex microsphere protease cleavage assay, LF; note: plate controls were buffer without enzyme for full effect and enzyme alone for no effect
Target sequence (P15917 whole entry, looked up): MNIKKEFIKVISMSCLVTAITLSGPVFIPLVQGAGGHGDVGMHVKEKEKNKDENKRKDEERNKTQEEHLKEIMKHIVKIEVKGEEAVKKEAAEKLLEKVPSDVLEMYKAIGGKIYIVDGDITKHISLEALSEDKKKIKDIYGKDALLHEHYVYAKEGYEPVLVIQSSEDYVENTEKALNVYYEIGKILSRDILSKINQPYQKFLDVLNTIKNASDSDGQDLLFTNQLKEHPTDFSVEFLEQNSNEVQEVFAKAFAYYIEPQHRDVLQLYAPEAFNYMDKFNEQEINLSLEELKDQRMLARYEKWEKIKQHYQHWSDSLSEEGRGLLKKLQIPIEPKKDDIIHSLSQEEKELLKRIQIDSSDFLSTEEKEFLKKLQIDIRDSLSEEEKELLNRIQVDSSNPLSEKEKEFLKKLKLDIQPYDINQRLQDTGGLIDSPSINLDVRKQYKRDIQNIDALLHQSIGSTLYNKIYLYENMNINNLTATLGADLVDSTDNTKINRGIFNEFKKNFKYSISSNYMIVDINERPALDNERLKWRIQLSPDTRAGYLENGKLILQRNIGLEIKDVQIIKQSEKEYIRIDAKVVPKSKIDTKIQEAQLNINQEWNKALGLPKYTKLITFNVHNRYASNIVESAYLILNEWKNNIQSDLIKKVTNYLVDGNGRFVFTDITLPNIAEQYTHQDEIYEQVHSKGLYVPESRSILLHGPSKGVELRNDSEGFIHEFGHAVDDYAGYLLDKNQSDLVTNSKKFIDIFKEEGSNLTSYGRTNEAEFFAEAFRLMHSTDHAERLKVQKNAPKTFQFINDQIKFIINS
PriA SSB inh: inhibitors of Klebsiella pneumoniae PriA binding to SSB C-terminal tail | AlphaScreen SSBct-PriA binding, biotinylated peptide | inhibition, % at 33 µM | 430,000 tested, 0.6% active; in the data active = inhibition mostly above about 37%, no sharp cut-off; inactive = mostly below about 20%;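 note: plate controls were negative control peptide for no effect and reference peptide for full effect; strong numbers were not always called active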
PfHsp40 yeast: rescue of PfHsp40-mediated yeast toxicity; growth rescue, % at 12.5 µM; S. cerevisiae expressing PfHsp40, growth rescue, ATP luminescence; AID 504582; 340,000 tested, 0.68% active; in the data active = growth rescue above about 28%, passing the limit was not always enough; inconclusive = no clear call, values can overlap the other calls;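 note: yeast W303a lacking pdr1 and pdr3 grown in galactose medium; growth measured after three days at 30 °C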
* = called active by the depositor; i = inactive; ? = inconclusive; nt = not tested or not shown; & = joins results of further samples. Cut-off read from the data, not from the text of the source, unless noted: active = inhibition above about 30%; inconclusive = no clear call, values can overlap the other calls; inactive = below that. An excerpt, so the mix of outcomes need not match the whole.

Preview, eleven compounds:
SMILES	TcdB inh	3CLpro inhibitor	BH1578 lux ind	BoNT A protease	PrPC surface inh	Yp Topo-I inh	Anthrax LF inh2	PriA SSB inh	PfHsp40 yeast
N#Cc1c(N2CCN(C(=O)c3ccco3)CC2)nc(-c2ccccc2)c2c1CCCC2	0.8	5	i	-1.4	-14	0	-1	17	0.3
Clc1nssc1=Nc1nncs1	0.6	nt	-1.2	-0.1	-6	-8	-4	8	-0.1
Clc1ccccc1CN1CCN(CCCc2ccccc2)CC1	0.8	0	0.3	-0.6	-2	23	4	-14	0.1
CC(NC(=O)C(=O)NN=C1CCCCCCCCCCC1)c1ccccc1 (stereo unspecified)	nt	-2	5.4	-0.2	-1	-5	-4	0	-0.5
O=C1CC(N2CCN(c3ccc(F)cc3)CC2)C(=O)N1c1ccc2c(c1)OCO2 (stereo unspecified)	-0.5	2	2.7	0.1	-1	3	0	-13	1.4
COc1ccc(NC(=O)CCN(c2ccc(OC)cc2)S(=O)(=O)c2ccc(C)c(C)c2)cc1	0.8	nt	i	0.0	7	9	0	0	-1.0
COc1ccc2c(CC(=O)NNC(=O)c3cccs3)coc2c1	1.8	nt	-1.5	1.4	5	2	-6	3	0.8
COc1cc2nc(=S)n3[nH]c(COc4ccccc4C)nc3c2cc1OC	nt	-2	-0.3	0.0	-2	-1	-2	-2	-0.2
CCn1c(=O)c(C(=O)Nc2cccnc2)c(O)c2ccccc21	nt	4	1.4	4.6	4	9	4	-19	?
CCC/C(=N\NC(=O)C1CC1)c1ccc(Br)cc1	1.9	-6	-0.6	-2.4	0	2	13	nt	-1.1
O=C(/C=C/c1cccs1)c1ccc(N2CCOCC2)cc1	0.5	2	-0.3	9.2	-2	19	13	-19	-0.1

Main list, from the first entry:
SMILES	TcdB inh	3CLpro inhibitor	BH1578 lux ind	BoNT A protease	PrPC surface inh	Yp Topo-I inh	Anthrax LF inh2	PriA SSB inh	PfHsp40 yeast
N#Cc1c(N2CCN(C(=O)c3ccco3)CC2)nc(-c2ccccc2)c2c1CCCC2	0.8	5	i	-1.4	-14	0	-1	17	0.3
Clc1nssc1=Nc1nncs1	0.6	nt	-1.2	-0.1	-6	-8	-4	8	-0.1
Clc1ccccc1CN1CCN(CCCc2ccccc2)CC1	0.8	0	0.3	-0.6	-2	23	4	-14	0.1
CC(NC(=O)C(=O)NN=C1CCCCCCCCCCC1)c1ccccc1 (stereo unspecified)	nt	-2	5.4	-0.2	-1	-5	-4	0	-0.5
O=C1CC(N2CCN(c3ccc(F)cc3)CC2)C(=O)N1c1ccc2c(c1)OCO2 (stereo unspecified)	-0.5	2	2.7	0.1	-1	3	0	-13	1.4
COc1ccc(NC(=O)CCN(c2ccc(OC)cc2)S(=O)(=O)c2ccc(C)c(C)c2)cc1	0.8	nt	i	0.0	7	9	0	0	-1.0
COc1ccc2c(CC(=O)NNC(=O)c3cccs3)coc2c1	1.8	nt	-1.5	1.4	5	2	-6	3	0.8
COc1cc2nc(=S)n3[nH]c(COc4ccccc4C)nc3c2cc1OC	nt	-2	-0.3	0.0	-2	-1	-2	-2	-0.2
CCn1c(=O)c(C(=O)Nc2cccnc2)c(O)c2ccccc21	nt	4	1.4	4.6	4	9	4	-19	?
CCC/C(=N\NC(=O)C1CC1)c1ccc(Br)cc1	1.9	-6	-0.6	-2.4	0	2	13	nt	-1.1
O=C(/C=C/c1cccs1)c1ccc(N2CCOCC2)cc1	0.5	2	-0.3	9.2	-2	19	13	-19	-0.1
O=[N+]([O-])c1ccc(Cl)cc1CN1CCCCCC1	0.4	-2	-0.2	nt	8	3	nt	-5	-0.1
Cc1ccc(NC(=O)Nc2cccc(C(F)(F)F)c2)nc1	0.2	-1	-0.3	-1.3	3	3	0	-4	-0.5
Cc1cccc(Oc2ccc(Cl)cc2N)c1	0.9	-4	i	-0.4	10	1	2	-21	-0.1
CCOc1ccc(C)cc1S(=O)(=O)n1nc(C)cc1C	0.0	3	-1.1	-1.9	8	0	-2	-13	-1.2
CC(C)Cn1c(=O)[nH]c(=O)c2c(C(F)(F)F)cc(-c3ccccc3)nc21	0.1	1	i	-0.1	2	6	-3	9	-0.3
COc1nc(NC(C)C)nc(NC(C)C)n1	nt	3	nt	0.0	2	-1	-2	11	0.5
CCOCCCNC(c1ccccc1)c1ccncc1 (stereo unspecified)	1.7	-2	-0.3	-1.8	2	3	10	-14	-0.8
NC(=O)C1CCN(C(=O)COc2ccc(Nc3ccccc3)cc2)CC1	9.9	-1	-2.4	-0.8	-2	-4	-7	9	0.2
CCCOCC(O)COc1ccccc1C(=O)N1CCOCC1 (stereo unspecified)	nt	2	-1.3	-0.1	2	-5	-1	-13	0.7
COc1ccc(CNC(=O)/C=C/c2ccc(OCCCF)cc2)cc1OC	nt	3	8.2	0.5	2	24	2	1	-1.0
CC(Sc1nnc(NC2CC2)s1)C(=O)Nc1ccc(S(N)(=O)=O)cc1 (stereo unspecified)	-0.4	nt	1.0	0.1	4	-2	-13	-2	0.5
O=C(CN(CC1CCCO1)C(=O)CNS(=O)(=O)c1ccccc1)NCc1ccccc1 (stereo unspecified)	nt	5	i	1.3	3	-4	-2	-7	-0.3
COP(=O)(OC)Oc1ccc(C(O)C(Cl)(Cl)Cl)cc1 (stereo unspecified)	1.0	-4	-5.3	1.1	2	17	7	-9	-1.7
CCC(C)C(NC(=O)C1CCC(C)CC1)C(=O)NCCCN1CCCCC1CC (stereo unspecified)	0.9	0	i	-1.2	-1	-6	-12	-9	0.3
CC(=O)c1sc(N)c(C(=O)OC(C)C)c1C	nt	6	-0.6	-0.3	0	1	-2	3	0.3
CCc1ccc(NC(=O)C(C)Sc2nnc(CN3CCCC3)o2)cc1 (stereo unspecified)	1.0	nt	i	2.3	-6	-3	-2	3	-2.1
Cn1nc(C(C)(C)C)cc1C(=O)NCc1cc(F)cc2c1OCOC2	0.5	11	i	-0.1	17	4	7	-9	0.1
CCn1nc(C(=O)NNC(=O)COc2ccc(OC)cc2)c2ccccc2c1=O	nt	4	-0.2	3.5	0	8	2	4	-0.6
CCOc1ccccc1-c1nc2c([nH]1)c(=O)n(C)c(=O)n2C	nt	2	-0.2	-0.3	1	11	11	-15	0.2
CC(C)(C)N=C1SCC(C)(/C=N/O)S1 (stereo unspecified)	nt	-4	-0.4	-0.2	-5	-2	-1	nt	-1.3
Nc1cc(OC(=O)c2cccs2)nn1S(=O)(=O)c1ccccc1	nt	2	-0.6	2.0	-3	-4	-3	-6	-0.9
Cc1cc(-c2csc(NC(=O)c3cccc(S(=O)(=O)N(C)C)c3)n2)c(C)n1-c1ccccc1	nt	-1	-0.3	6.3	4	-22	1	-16	1.4
CCSc1nnc(NC(=O)CSc2nc(CC)nc3c2c(=O)n(C)c(=O)n3C)s1	1.6	0	-0.3	-1.8	-2	0	-4	-2	0.8
COc1ccccc1Nc1nc(-c2c(C)[nH]c3ccccc23)cs1	nt	2	-0.2	3.6	2	-13	-3	32	-1.5
CCOC(=O)c1ccc(NC(=O)C2CC(O)CN2S(=O)(=O)c2ccc(C)cc2)cc1 (stereo unspecified)	0.5	nt	-0.3	0.2	-3	-4	-8	1	0.8
O=C(Cn1cnc2c(NCc3ccccc3)ncnc21)NCCN1CCOCC1	1.0	nt	1.0	-0.1	-8	-5	0	-12	2.3
CC(/C=N/NC(=O)c1sc(N)nc1C)=C\c1ccccc1	-0.1	-1	i	-0.1	-18	8	-1	nt	-1.0
CCOC(=O)Cn1nnnc1CN(Cc1ccccc1)Cc1cc2cc(CC)ccc2[nH]c1=O	0.8	4	1.4	-0.1	3	1	-3	-3	0.7
CCN(CC)CCCNC(=O)CNC(=S)N(CCCN1CCOCC1)Cc1cccs1	0.7	0	i	0.1	-1	-3	-4	-4	-1.1
CCn1nc(C(=O)Nc2ccc(S(=O)(=O)Nc3ncccn3)cc2)c2ccccc2c1=O	0.4	0	-0.5	-1.1	-4	-1	2	-2	-1.5
O=C(CSC1=NS(=O)(=O)c2cc(Cl)ccc2N1)NCc1ccc(F)cc1	2.5	nt	-2.0	-0.6	5	1	4	-4	-1.6
O=C(NCCN1CCOCC1)c1ccc(CS(=O)(=O)Cc2ccccc2F)o1	nt	2	i	0.0	0	4	0	-19	-1.3
Cc1ccccc1-n1ccnc1SCC(=O)NCC1CCCO1 (stereo unspecified)	-0.4	-1	15*	0.7	2	-2	2	-11	20
COCCn1ccc2c(OCC(=O)Nc3cccc(NC(C)=O)c3)cccc2c1=O	-1.1	nt	-0.1	6.5	-1	0	11	-9	-0.7
Cc1ccc(-c2noc(CCC(=O)NCCN3CCN(Cc4ccccc4)CC3)n2)cc1	nt	6	i	0.3	-12	22	-1	-8	1.9
CC1=NN(c2nc(-c3ccccc3)cs2)C(=O)C1N=Nc1ccccc1 (stereo unspecified)	0.1	0	-4.2	-1.6	1	-11	-4	-8	-1.4
COC(=O)c1[nH]c2ccc(C)cc2c1NC(=O)CN1CCc2cc(OC)c(OC)cc2C1	nt	0	5.0	0.0	9	14	1	6	-0.6&-0.5

An excerpt from above with just TcdB inh, 3CLpro inhibitor and PriA SSB inh.
mol	TcdB inh	3CLpro inhibitor	PriA SSB inh
COCCn1ccc2c(OCC(=O)Nc3cccc(NC(C)=O)c3)cccc2c1=O	-1.1	nt	-9
O=C(Cn1cnc2c(NCc3ccccc3)ncnc21)NCCN1CCOCC1	1.0	nt	-12

Continuation.
SMILES	TcdB inh	3CLpro inhibitor	BH1578 lux ind	BoNT A protease	PrPC surface inh	Yp Topo-I inh	Anthrax LF inh2	PriA SSB inh	PfHsp40 yeast
CC(C)OCCCNC(=S)NNC(=O)C(c1ccccc1)c1ccccc1	0.0	-5	-0.7	0.2	-1	0	-3	-13	1.2
CC(C)c1ccc(O)c(C(=O)c2cnn(-c3ccccc3)c2)c1	-1.7	nt	-0.2	-3.6	-4	2	-2	-10	3.7
CCn1nc(NC(=O)Cc2ccc(OC)cc2)c2cc3cc(C)ccc3nc21	0.2	-7	i	-0.1	-13	-7	-7	-14	-1.0
Cc1ccc(Nc2nc3ccccc3n3cnnc23)c(Cl)c1	1.9	0	i	-3.5	-5	11	-4	-6	0.3
Cc1ccc(OCC(=O)Nc2ccc(S(=O)(=O)N3CCOCC3)cc2)c([N+](=O)[O-])n1	1.3	2	-0.2	-0.9	-25	2	-7	11	-0.7
CC12CCC(c3c(C(=O)N4CCOCC4)nn(-c4ccccc4)c31)C2(C)C (stereo unspecified)	0.0	5	-0.2	-0.2	1	2	-2	-4	-0.1
CNC(=S)N(CCc1c(C)[nH]c2ccc(Cl)cc12)Cc1cc(OC)c(OC)c(OC)c1	1.3	3	-0.2	-0.7	-8	10	-10	17	0.8
CCc1ccc(-n2c(SCc3cc(=O)n4cc(Br)ccc4n3)nc3[nH]ncc3c2=O)cc1	1.6	0	i	1.9	4	5	-2	4	2.7
NNC(=O)c1cc2cc(OC(F)(F)F)ccc2[nH]1	-1.9	-1	0.5	?	10	-1	-12	-5	-0.2
O=c1nccc(Nc2ccccc2)[nH]1	0.5	-3	-1.0	-3.4	-4	9	0	-3	-1.1
O=C(COC(=O)c1cc(=O)[nH]c(=O)[nH]1)NCc1ccccc1	nt	3	-0.4	-0.4	6	-3	-3	2	0.0
CN(C)CCCNC1=CC(=O)OC12CCCCC2	nt	-3	i	-1.6	3	-4	-1	-9	-0.2
CCOC(=O)[C@]12CCC=C1N(Cc1ccco1)C(=O)[C@H](CC(=O)N1CCCC1)C2	0.9	nt	nt	0.6	1	nt	-2	nt	nt
O=C(CN(C(=O)CNC(=O)c1cccs1)c1ccc(F)cc1)NC1CCCCC1	0.0	-6	-0.5	-4.7	-6	14	-6	6	0.1
Cc1ccn2c(NC3CCCCC3)c(C(C)C)nc2c1	nt	-3	i	-1.4	-4	-1	-1	4	2.0
CCC(C)N1C(=O)/C(=C/c2ccc3c(c2)CCN3CCCCl)C(=O)NC1=S (stereo unspecified)	nt	0	-0.3	15	-5	-22	5	5	3.1
C[C@H]1CN([C@@H](C)CO)C(=O)CCCn2nncc2CO[C@@H]1CN(C)Cc1ccc(Cl)c(Cl)c1	-0.1&2.1	nt	-0.2	0.0	5	23	5	nt	nt
